Source: PubChem BioAssay (National Center for Advancing Translational Sciences (NCATS))
POLI inh = DNA polymerase iota (human) inhibition | 1% of 390,000 active | Q9UNA4 | Potency, µM (doses to about 115 µM), for the others: top-dose activity, negative = inhibition, most hits filed as inhibitors | Pol iota fluorescent replication assay, 10 min
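Pol iota at 10 nM preincubated 15 min with compounds at room temperature; reaction started with fluorescent substrate, 50 nM final. Fluorescence read kinetically at 0 and 10 min; buffer-only wells as negative control.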
Pol eta inh = DNA polymerase eta (human) inhibition; 1.2% of 390,000 active; AID 588591; Q9Y253; Potency, µM (doses to about 114 µM), for inactives: at the highest dose activity change, negative = inhibition, usual class: inhibitors; recombinant Pol eta, fluorescent DNA replication assay; also: % is scaled to controls: 0 for no effect and ±100 for the full control effect
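Pol eta at 10 nM preincubated with compounds 15 min at room temperature; reaction started with fluorescent substrate (50 nM final) and read kinetically at 0 and 10 min.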
BAZ2B inh = inhibitors of human BAZ2B bromodomain. AID 504333. Q9UIF8. AlphaScreen BAZ2B-H3K14Ac peptide displacement. Potency, µM (titrated, usually from 114 µM), for inactives: top-dose activity change, negative = inhibition, usual class: inhibitors. 4.4% of 360,000 active; also: % is scaled to controls: 0 for no effect and ±100 for the full control effect; nearly all actives have a fitted effect of over 60% in size
Target sequence (Q9UIF8 whole entry, looked up): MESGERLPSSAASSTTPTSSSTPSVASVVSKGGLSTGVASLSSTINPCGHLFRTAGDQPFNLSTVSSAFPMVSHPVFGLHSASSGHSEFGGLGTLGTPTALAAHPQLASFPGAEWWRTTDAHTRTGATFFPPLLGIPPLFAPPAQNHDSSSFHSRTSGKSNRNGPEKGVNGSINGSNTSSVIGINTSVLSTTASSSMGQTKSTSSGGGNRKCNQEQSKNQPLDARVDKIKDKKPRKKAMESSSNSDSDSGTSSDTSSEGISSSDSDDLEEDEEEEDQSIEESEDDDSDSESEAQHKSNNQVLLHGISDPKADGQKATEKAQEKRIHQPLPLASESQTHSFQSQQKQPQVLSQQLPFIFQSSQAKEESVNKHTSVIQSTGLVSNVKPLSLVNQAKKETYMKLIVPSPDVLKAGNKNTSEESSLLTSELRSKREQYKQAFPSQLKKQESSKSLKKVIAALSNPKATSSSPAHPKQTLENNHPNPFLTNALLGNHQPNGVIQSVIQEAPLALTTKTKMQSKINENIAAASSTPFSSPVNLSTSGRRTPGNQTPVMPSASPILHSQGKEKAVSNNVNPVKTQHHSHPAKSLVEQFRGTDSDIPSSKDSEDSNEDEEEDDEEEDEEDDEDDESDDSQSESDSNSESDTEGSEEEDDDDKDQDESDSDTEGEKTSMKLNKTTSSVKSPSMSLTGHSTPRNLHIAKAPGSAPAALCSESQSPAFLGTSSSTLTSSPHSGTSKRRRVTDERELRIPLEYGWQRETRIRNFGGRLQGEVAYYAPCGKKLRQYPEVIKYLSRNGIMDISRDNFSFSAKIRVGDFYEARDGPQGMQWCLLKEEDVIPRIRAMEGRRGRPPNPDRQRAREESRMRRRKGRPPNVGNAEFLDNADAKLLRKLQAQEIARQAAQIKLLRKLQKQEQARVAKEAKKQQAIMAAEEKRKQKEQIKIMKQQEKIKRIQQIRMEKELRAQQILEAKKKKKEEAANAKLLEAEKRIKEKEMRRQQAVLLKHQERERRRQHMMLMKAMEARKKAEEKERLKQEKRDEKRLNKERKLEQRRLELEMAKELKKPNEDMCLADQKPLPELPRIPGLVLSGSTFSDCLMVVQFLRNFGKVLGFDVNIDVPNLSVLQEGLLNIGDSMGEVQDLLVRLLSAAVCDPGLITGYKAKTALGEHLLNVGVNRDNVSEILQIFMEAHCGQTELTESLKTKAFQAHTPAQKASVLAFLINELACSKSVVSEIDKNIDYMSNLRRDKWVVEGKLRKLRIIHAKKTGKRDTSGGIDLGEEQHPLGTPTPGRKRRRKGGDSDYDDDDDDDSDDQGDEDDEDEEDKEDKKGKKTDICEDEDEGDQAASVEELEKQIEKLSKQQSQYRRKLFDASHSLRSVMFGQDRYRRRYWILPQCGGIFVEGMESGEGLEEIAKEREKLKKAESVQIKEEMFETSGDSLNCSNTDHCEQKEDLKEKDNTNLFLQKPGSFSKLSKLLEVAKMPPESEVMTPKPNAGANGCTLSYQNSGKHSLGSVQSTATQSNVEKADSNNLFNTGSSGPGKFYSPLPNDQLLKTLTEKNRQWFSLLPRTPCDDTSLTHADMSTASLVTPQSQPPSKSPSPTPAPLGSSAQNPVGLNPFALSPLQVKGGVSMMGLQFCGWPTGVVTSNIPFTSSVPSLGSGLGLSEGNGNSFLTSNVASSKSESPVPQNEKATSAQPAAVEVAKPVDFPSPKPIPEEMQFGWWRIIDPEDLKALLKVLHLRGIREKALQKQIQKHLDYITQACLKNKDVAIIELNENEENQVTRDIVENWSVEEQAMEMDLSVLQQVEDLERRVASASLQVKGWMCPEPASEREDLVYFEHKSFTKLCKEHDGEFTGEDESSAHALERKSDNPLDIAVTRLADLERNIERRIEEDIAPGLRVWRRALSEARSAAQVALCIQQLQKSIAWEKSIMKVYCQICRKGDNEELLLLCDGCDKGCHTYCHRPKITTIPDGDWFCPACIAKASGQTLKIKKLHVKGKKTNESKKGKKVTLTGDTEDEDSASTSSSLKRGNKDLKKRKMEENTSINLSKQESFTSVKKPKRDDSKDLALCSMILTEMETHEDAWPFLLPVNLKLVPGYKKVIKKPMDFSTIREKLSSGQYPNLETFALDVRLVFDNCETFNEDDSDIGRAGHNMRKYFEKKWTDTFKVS
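Inhibition is scored as reduced AlphaScreen emission. The BAZ2B/b-H3(5-23)K14Ac complex (50 nM each) in PBS pH 7.4, 0.01% Tween-20 meets compound (up to 110 uM) for 30 min at RT before bead addition.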
APE1 inh = blocks human APE1 abasic DNA cleavage | P27695 | recombinant APE1, TAMRA/BHQ-2 abasic DNA cleavage fluorescence | Potency, µM (highest dose often 65.8 µM), for the others: top-dose activity change, negative = inhibition, actives largely listed as inhibitors | 0.35% of 350,000 active;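 also: plate controls were vehicle for no effect and reference inhibitor for full effect; nearly all actives have a fitted effect of over 55% in size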
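Incision of a quenched TAMRA/BHQ-2 THF abasic-site duplex (50 nM) by 0.75 nM APE1, after 15 min compound preincubation, measured as fluorescence increase over three 60 s reads. Values normalized to buffer, DMSO and NSC13755 control wells.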
BLM inh = Bloom syndrome helicase (human) inhibition; 0.2% of 350,000 active; Potency, µM (top dose mostly 56.1 µM), without a hit: at the top dose activity change, negative = inhibition, actives largely listed as inhibitors; P54132; recombinant BLM DNA unwinding, fluorescence dequenching;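 also: plate controls were vehicle for no effect and no enzyme for full effect; nearly all actives have a fitted effect of over 35% in size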
POLB inh = DNA polymerase beta (human) inhibition; P06746; Pol beta primer extension/strand displacement, fluorescence kinetic; Potency, µM (doses to about 114 µM), inactives show top-dose activity change, negative = inhibition, actives largely listed as inhibitors; 1.3% of 340,000 active; AID 485314; also: % is scaled to controls: 0 for no effect and ±100 for the full control effect
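10 nM enzyme + cpd, 15 min RT; start with substrate 50 nM final; read 0 min and after 10 min RT. Corrected, normalized data; 4-parameter Hill curve fit.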
G9a block = inhibitors of human histone lysine methyltransferase G9a | G9a H3K9 monomethylation, AlphaScreen, 2 h | Potency, µM (series often up to 102 µM), for the others: at the highest dose activity, negative = inhibition, hits mostly inhibitors | AID 504332 | Q96KQ7 | 8.8% of 350,000 active; also: % is scaled to controls: 0 for no effect and ±100 for the full control effect; nearly all actives have a fitted effect of over 75% in size
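Chemiluminescent proximity detection of H3K9 monomethylation, read after 10 min bead incubation in the dark. Reaction: 20 nM G9a, 500 nM biotin-H3K9 peptide, 20 uM SAM cofactor, 2 h, room temperature, following 15 min enzyme-compound preincubation.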
JMJD2A Tudor inh = inhibitors of human JMJD2A Tudor domain; O75164; AlphaScreen JMJD2A-Tudor / H3K4me3 peptide binding; Potency, µM (series often up to 114 µM), for the others: top-dose activity change, negative = inhibition, most hits filed as inhibitors; 4.4% of 390,000 active; AID 504339; also: % is scaled to controls: 0 for no effect and ±100 for the full control effect; nearly all actives have a fitted effect of over 50% in size
POLK inh = inhibitors of human DNA polymerase kappa; Q9UBT6; purified Pol kappa, fluorescent DNA synthesis assay, 10 min; Potency, µM (titrated, usually from 107 µM), for the others: at the highest dose activity, negative = inhibition, most hits filed as inhibitors; 0.53% of 400,000 active; AID 588579; also: % is scaled to controls: 0 for no effect and ±100 for the full control effect
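Kinetic fluorescence readout at 0 and 10 min followed reaction start with substrate at 50 nM final. Beforehand, enzyme (10 nM Pol kappa) stood 15 min with compound at room temperature; buffer-only wells were negative controls.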
* hit, by the source's call; & = joins results of further samples; [ ] = dose if it differs, or a comment. Calls follow the shape of the dose curve; as a rule, active = well fitted curve in the direction sought with a large enough effect; inconclusive = small, poorly fitted or top-dose-only effect, or another doubt; inactive = no such curve, though single readings can be large; an effect the other way counts as inactive or inconclusive. Potency is read from the fitted curve at half-maximal effect. The list is partial; the hit share may differ from the screen's.

For CCCCN(C)CCNS(=O)(=O)c1ccc2c(c1)n(C)c(=O)c(=O)n2C the results were POLI inh -11.6%, Pol eta inh -5.0%, BAZ2B inh -2.9%, APE1 inh -1.0%, BLM inh -2.4%, POLB inh -0.5%, G9a block -8.2%, JMJD2A Tudor inh -13.1% and POLK inh 8.9%.
Cc1ccc(C)c(NC(=O)c2ccc(OCc3c(C)noc3C)cc2)c1 was read as POLI inh 17.4%, Pol eta inh -15.8%, BAZ2B inh 14.2%, APE1 inh 0.3%, G9a block -5.6%[59 µM], JMJD2A Tudor inh -1.4% and POLK inh -5.9%.
Cc1ccnn1-c1ccc(C(=O)NCC(c2ccco2)N2CCCC2)cc1 (stereo not given) was read as POLI inh -11.0%, Pol eta inh -9.4%, BAZ2B inh 9.7%, APE1 inh 24.5%, G9a block -10.4%[59 µM], JMJD2A Tudor inh -20.8% and POLK inh 6.0%.
For CC1CSc2nc3sc4c(c3c(=O)n21)CCCC4 (stereo not given) the results were POLI inh 6.1%, Pol eta inh -4.6%, BAZ2B inh -2.3%, APE1 inh -3.3%, BLM inh -1.3%, POLB inh 15.6%, G9a block 20µM*, JMJD2A Tudor inh -30.3% and POLK inh 1.0%.
COc1cc(C(=O)Nc2ccc3c(c2)OCCO3)ccc1OC(F)F was read as POLI inh 3.4%, Pol eta inh -1.8%, BAZ2B inh -38.1%, APE1 inh -1.9%, BLM inh -9.2%, POLB inh 8.8%, G9a block -35.5%, JMJD2A Tudor inh -11.5% and POLK inh inconclusive.
CSc1nc2ccsc2c(=O)n1-c1ccccn1 was read as POLI inh 9.5%, Pol eta inh -6.0%, BAZ2B inh -19.7%, APE1 inh -4.2%, BLM inh 0.8%, POLB inh inconclusive, G9a block -30.5%, JMJD2A Tudor inh -6.9% and POLK inh 4.9%.
`O=C(O)CCc1ccc(-c2ccc(Cl)cc2)n1CC(=O)O` gave POLI inh inconclusive, Pol eta inh 50.1µM*, BAZ2B inh -32.4%, APE1 inh -1.8%, BLM inh -0.4%, POLB inh inconclusive, G9a block 44.7µM*, JMJD2A Tudor inh inconclusive and POLK inh -9.1%.
Screening COc1ccc(C)cc1NC(=O)n1ncc2cc(Cl)ccc21 returned POLI inh 7.3%, Pol eta inh -19.1%, BAZ2B inh -5.4%, APE1 inh 45.4%[activator], BLM inh -6.8%, POLB inh 3.3%, G9a block 12.2%, JMJD2A Tudor inh -3.6% and POLK inh -3.6%.
CCN(c1cccc(C)c1)S(=O)(=O)c1ccc(-n2cccn2)cc1 was read as POLI inh -9.8%&8.1%, Pol eta inh -7.0%&-28.0%, BAZ2B inh 2.9%&18.9%, APE1 inh 29.8%, BLM inh -2.2%&-9.1%, POLB inh -1.3%&1.5%, G9a block 132.9%[activator], JMJD2A Tudor inh 33.3%&41.7% and POLK inh 1.5%&-12.1%.
For COc1ccc(/C(O)=C/c2nc3ccccc3n(-c3ccccc3)c2=O)cc1 the results were POLI inh -3.9%, Pol eta inh -15.1%, BAZ2B inh 46.1%[activator], APE1 inh 1.9%, BLM inh -2.2%, POLB inh 0.2%, G9a block 55.2%[activator][12.7 µM], JMJD2A Tudor inh 10.1% and POLK inh 1.4%.
`CC(Nc1ccc(-c2nc(-c3cccnc3)no2)cc1[N+](=O)[O-])c1ccccc1` (stereo not given) gave POLI inh 16.3%, Pol eta inh -12.9%, BAZ2B inh 1.3%, BLM inh -0.5%, POLB inh 7.2%, G9a block -33.1%[59 µM], JMJD2A Tudor inh -6.3% and POLK inh 2.3%.
For CC1=CC(c2ccc(Cl)cc2)n2nc(N3C(=O)CCC3=O)nc2N1 (stereo not given) the results were POLI inh -16.6%, Pol eta inh -2.8%, BAZ2B inh 4.1%, APE1 inh 12.6%, BLM inh 3.7%, POLB inh 16.6%, G9a block inconclusive, JMJD2A Tudor inh inconclusive and POLK inh -6.5%.
Screening Cc1ccc(N2C(=O)N(CC(=O)Nc3cccc(Cl)c3)C(=O)C2C)cc1 (stereo not given) returned POLI inh -1.1%, Pol eta inh -17.3%, BAZ2B inh 7.0%, APE1 inh -7.8%, G9a block inconclusive, JMJD2A Tudor inh -14.4% and POLK inh -5.9%.
For COc1ccc(/C=C/C(=O)N2CCCc3ccccc32)c(OC)c1 the results were POLI inh -15.9%, Pol eta inh -8.3%, BAZ2B inh -31.9%, APE1 inh 2.7%, BLM inh -4.7%, POLB inh -29.4%, G9a block inconclusive, JMJD2A Tudor inh -27.4% and POLK inh -3.2%.
Screening COc1ccc(N2CCN(c3oc(/C=C/c4ccc(F)cc4)nc3C#N)CC2)cc1 returned POLI inh 18.2%, BAZ2B inh -30.7%, BLM inh -1.7%, POLB inh -1.0%, G9a block inconclusive, JMJD2A Tudor inh -33.0% and POLK inh -3.0%.
Screening COc1nc(NCC(C)C)nc(Oc2ccc(OCc3ccccc3)nn2)n1 returned POLI inh inconclusive, Pol eta inh -1.2%, BAZ2B inh -2.5%, APE1 inh -2.0%, BLM inh -3.8%, POLB inh -1.5%, G9a block -3.6%[59 µM], JMJD2A Tudor inh -11.9% and POLK inh -10.2%.
Screening COc1ccc(S(=O)(=O)N2CCCC2)c(C)c1C returned POLI inh 9.5%, Pol eta inh -9.6%, BAZ2B inh 5.7%, APE1 inh 5.9%, BLM inh -1.3%, POLB inh -21.2%, G9a block -36.2%[59 µM], JMJD2A Tudor inh -4.5% and POLK inh -12.1%.
Screening O=CNC1c2ccccc2CCc2ccccc21 returned POLI inh 6.2%, Pol eta inh -16.1%, JMJD2A Tudor inh -16.0% and POLK inh -6.4%.
CCOc1ccc(NC(=S)NCCCc2ccccc2)cc1 was read as POLI inh 96.6%[activator], Pol eta inh -24.6%, BAZ2B inh inconclusive, APE1 inh -1.2%, BLM inh -6.3%, POLB inh 18.3%, G9a block -7.2%, JMJD2A Tudor inh -30.2% and POLK inh -15.9%.
Cc1cc(C)n(-c2ccc(C(=O)C(C#N)c3nc4ccccc4n3C)cc2)n1 (stereo not given) was read as POLI inh -4.1%, Pol eta inh 2.2%, BAZ2B inh -27.6%, APE1 inh 7.7%, BLM inh 0.5%, POLB inh 2.6%, G9a block 16.5%, JMJD2A Tudor inh -22.7% and POLK inh -3.5%.

Arranged by molecular weight (highest first): 3 of the compounds above
Screening Cc1ccc(N2C(=O)N(CC(=O)Nc3cccc(Cl)c3)C(=O)C2C)cc1 (stereo not given) returned POLI inh -1.1%, Pol eta inh -17.3%, BAZ2B inh 7.0%, APE1 inh -7.8%, G9a block inconclusive, JMJD2A Tudor inh -14.4% and POLK inh -5.9%.
For CC1=CC(c2ccc(Cl)cc2)n2nc(N3C(=O)CCC3=O)nc2N1 (stereo not given) the results were POLI inh -16.6%, Pol eta inh -2.8%, BAZ2B inh 4.1%, APE1 inh 12.6%, BLM inh 3.7%, POLB inh 16.6%, G9a block inconclusive, JMJD2A Tudor inh inconclusive and POLK inh -6.5%.
For COc1ccc(/C=C/C(=O)N2CCCc3ccccc32)c(OC)c1 the results were POLI inh -15.9%, Pol eta inh -8.3%, BAZ2B inh -31.9%, APE1 inh 2.7%, BLM inh -4.7%, POLB inh -29.4%, G9a block inconclusive, JMJD2A Tudor inh -27.4% and POLK inh -3.2%.

(further entries)
Screening Cc1nnc(NC(=O)CSc2nnc(CNC(=O)c3ccc(F)cc3)o2)s1 returned POLI inh -7.9%, Pol eta inh -6.1%, BAZ2B inh 9.2%, APE1 inh 8.1%, BLM inh 1.1%, POLB inh 27.5%, JMJD2A Tudor inh -5.9% and POLK inh -11.3%.
Cc1ccc(C(=O)N/C(=C/c2cccs2)C(=O)NCCc2c[nH]c3ccccc23)cc1 was read as POLI inh 16.9%, Pol eta inh -12.0%, BAZ2B inh inconclusive, APE1 inh 5.8%, BLM inh -7.1%, POLB inh -17.0%, G9a block inconclusive, JMJD2A Tudor inh inconclusive and POLK inh -19.6%.
CSc1ccc(CCNS(=O)(=O)c2cc(-c3cc(C)no3)ccc2C)cc1 was read as POLI inh 4.3%, Pol eta inh -28.6%, BAZ2B inh -2.6%, BLM inh -10.7%, POLB inh inconclusive, G9a block -19.4%[59 µM], JMJD2A Tudor inh -8.1% and POLK inh -22.6%.
`Cc1ccc(OCC(=O)Nc2ccc(C(=O)O)cc2NC(=O)COc2ccc(C)c(C)c2)cc1C` gave POLI inh 9.4%, Pol eta inh -11.4%, BAZ2B inh -12.5%, APE1 inh -2.2%, BLM inh -6.2%, POLB inh 4.0%, JMJD2A Tudor inh -20.7% and POLK inh -1.3%.
For O=C(NCCCN1CCN(c2ccc(F)cc2)CC1)C1CCCN(c2ncnc3c2nc2n3CCCCC2)C1 (stereo not given) the results were POLI inh 50.5%[activator], Pol eta inh -8.0%, BAZ2B inh -31.9%, APE1 inh 13.6%, BLM inh 2.8%, POLB inh 13.0%, G9a block inconclusive, JMJD2A Tudor inh inconclusive and POLK inh 2.6%.
Screening CC(=O)N1c2ccc(S(=O)(=O)N3CCCC(C(=O)N4CCCCC4)C3)cc2CC1C (stereo not given) returned POLI inh 34.0%[activator], Pol eta inh -2.1%, BAZ2B inh 0.3%, APE1 inh -5.1%, BLM inh -2.1%, POLB inh 33.9%, JMJD2A Tudor inh -17.2% and POLK inh 0.3%.
`O=C(COc1ccc(Br)cc1)Nc1nnc(C2CC2)s1` gave POLI inh inconclusive, Pol eta inh 11.2%, BAZ2B inh -0.5%, APE1 inh 16.8%, G9a block -4.1%[12.7 µM], JMJD2A Tudor inh -14.2% and POLK inh 5.8%.
For Cc1ccc(N2CN(Cc3cccnc3)CNC2=S)cc1 the results were POLI inh 4.1%, Pol eta inh -4.2%, BAZ2B inh 12.2%, APE1 inh 8.4%, BLM inh 2.7%, POLB inh 27.1%, G9a block 14.9%[59 µM], JMJD2A Tudor inh -6.1% and POLK inh -20.1%.
`CN(C)CCN(C(=O)c1ccc(N2C(=O)CCC2=O)cc1)c1nc2cc3c(cc2s1)OCO3` gave POLI inh 43.3%[activator], Pol eta inh -21.6%, APE1 inh -2.8%, BLM inh 53.1%[activator], POLB inh -0.1%, G9a block 39.8µM*, JMJD2A Tudor inh -15.5% and POLK inh -0.9%.
